Screens: PubChem, Broad Institute
PAX8 inh HTS: lowers PAX8-driven luciferase in RMG-I cells; RMG-I TPO-luciferase reporter, SteadyGlo, 24 h; inhibition, % at 12.6 µM; 360,000 compounds, 1.2% hits;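 active means mean replicate inhibition at least 60% with every replicate also reaching 60%; inconclusive means only one of the two criteria is met; inactive means mean below 60% and not all replicates reaching 60%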;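 further: luciferase light reporting Pax8 driven TPO promoter activity; plate controls were median of neutral control wells for no effect and mitoxantrone controls for full effect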
SIRT5 block: blocks human SIRT5 desuccinylation of peptide; Q9NXA8; Purified SirT5, succinyl-peptide AMC, trypsin-coupled fluorescence; inhibition, % at 15 µM; 330,000 compounds, 1.1% hits; in the data active means inhibition above about 15%; inconclusive means no clear call, values can overlap the other calls
Target sequence (Q9NXA8 whole entry, looked up): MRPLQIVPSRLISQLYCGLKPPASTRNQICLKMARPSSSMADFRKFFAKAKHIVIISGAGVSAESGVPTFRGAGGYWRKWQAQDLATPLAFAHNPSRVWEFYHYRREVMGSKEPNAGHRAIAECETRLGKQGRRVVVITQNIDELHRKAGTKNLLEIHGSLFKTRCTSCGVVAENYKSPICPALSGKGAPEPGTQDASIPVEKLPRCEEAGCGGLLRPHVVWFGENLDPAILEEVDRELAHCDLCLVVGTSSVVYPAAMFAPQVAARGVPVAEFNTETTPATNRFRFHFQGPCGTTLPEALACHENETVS
EWS-Fli inh: EWS/Fli transcriptional activity inhibition; A673 NR0B1-luciferase reporter, viability-normalised; inhibition, % at 12.6 µM; 350,000 compounds, 0.67% hits; AID 651661;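 active means mean inhibition of at least 50% after viability correction, with every replicate also passing that limit; inconclusive means mean reaches 50% but only one of two replicates passes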;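 further: firefly luciferase signal divided by Alamar Blue viability fluorescence both relative to DMSO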
DENV2 CPE: protects cells from dengue virus 2 cytopathic effect. DENV2-infected cells, cytopathic effect rescue, plate reader. CPE inhibition, % at 9.99 µM. 350,000 compounds, 1.7% hits. AID 651640; in the data active means CPE inhibition above about 20%, passing the limit was not always enough; inconclusive means no clear call, values can overlap the other calls; tested in BHK-21 cells;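 further: 0% = median of neutral control wells and 100% = median of positive control wells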
LGR2 inh: blocks bursicon-induced cAMP signaling via Drosophila LGR2 | HEK293 LGR2, CRE-luciferase, bursicon-stimulated, 4 h | inhibition, % at 9.99 µM | 380,000 compounds, 0.35% hits | AID 720647;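 active means drop in luminescence signal, shown as inhibition above about 50% in the replicate tests, limit read from the data, passing the limit was not always enough; inconclusive means probably only some replicates passing the limit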;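 further: agonist challenge used bursicon conditioned medium at about half maximal strength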
ARNT-TACC3 inh: ARNT/TACC3 interaction disruption. Q9Y6A5. AlphaScreen His-ARNT PAS-B/GST-TACC3 binding, luminescence; TACC3 fragment carries E629A point mutation. inhibition, % at 9.99 µM. 390,000 compounds, 0.66% hits. AID 623870;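 active means mean inhibition of replicates at least 50% and at least half of replicates each reaching 50%; inconclusive means half or more replicates reach 50% but mean below 50%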;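 further: 0% = complete ARNT plus TACC3 wells and 100% = ARNT alone without TACC3; many hits fall short of the cut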
CASP6 VEID inh: blocks human caspase-6 cleavage activity. purified caspase-6, Z-VEID-R110 cleavage fluorescence. inhibition, % at 12.5 µM. 350,000 compounds, 0.53% hits. P55212;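 active means mean inhibition across replicates at least about 35%, with every replicate also reaching that limit, limit read from the data; inconclusive means only one of the two criteria met; inactive means neither criterion met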;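 further: 0% = median of neutral control wells and 100% = no fluorescence left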
Target sequence (P55212 24-179 limits assumed): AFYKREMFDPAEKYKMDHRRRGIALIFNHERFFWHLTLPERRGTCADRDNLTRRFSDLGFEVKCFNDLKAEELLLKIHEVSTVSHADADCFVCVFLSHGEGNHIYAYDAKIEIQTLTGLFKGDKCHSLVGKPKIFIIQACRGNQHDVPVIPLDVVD
Target sequence (P55212 194-293 limits assumed): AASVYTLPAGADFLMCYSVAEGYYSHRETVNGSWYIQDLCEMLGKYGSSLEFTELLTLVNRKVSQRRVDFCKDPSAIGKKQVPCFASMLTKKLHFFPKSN
Numbers without * were called inactive; u = inconclusive; x = not tested or not shown; & = joins results of further samples. No enrichment for hits; 4.9% or so of the library scored in one or more.

SMILES,PAX8 inh HTS,SIRT5 block,EWS-Fli inh,DENV2 CPE,LGR2 inh,ARNT-TACC3 inh,CASP6 VEID inh
CC(C)(O)C#Cc1ccc(C(=O)N2CCN(c3ccc([N+](=O)[O-])cc3)CC2)cc1,9,-1,16,-3,8,-11,-2
COc1ccc(CC(=O)N/N=C/c2cccnc2)cc1OC,-3,-4,x,-6,4,-3,-4
CC(C)NC(=O)Nc1ccc2c(c1)C(=O)N([C@@H](C)CO)C[C@H](C)[C@@H](CN(C)C(=O)Nc1ccccc1)OCCCC[C@H](C)O2,-2,-3,x,5,8,1,0
Nc1c(-c2ccsc2)cnc2ncnn12,20,-3,4,x,8,x,-1
O=C(NCCc1ccc(F)cc1)Nc1ccc([N+](=O)[O-])cc1,-30,4,x,-2,4,-3,-1
CCC(=O)N1CCC2(CC1)CN(C(=O)c1cnccn1)[C@@H](CO)c1c2c2ccc(OC)cc2n1C,-13,0,3,6,3,x,-2
CC(C)(C)NC(=O)C(c1ccncc1)N(C(=O)CNC(=O)c1ccco1)c1ccc(F)cc1 (stereo not given),-14,8,4,6,19,-7,-5
O=C(O)c1ccc(/C=C2\SC(=S)N(NC(=O)c3ccccc3)C2=O)cc1,12,-1,-8,10,-10,30,2
c1ccc(-c2nc(-c3cccs3)[nH]c2-c2ccccc2)cc1,x,15*,19,0,12,-3,-4
CC(C(N)=O)N1C(=O)c2cccc3cccc1c23 (stereo not given),x,0,-3,19,-6,-10,-2
COc1ccc(S(=O)(=O)N[C@H]2C=C[C@@H](CC(=O)N3CCN(c4ccccc4)CC3)O[C@@H]2CO)cc1,-6,3,3,u,21,-1,0
O=C(C[C@H]1CC[C@@H](NC(=O)Cc2ccccn2)[C@@H](CO)O1)NCCCN1CCOCC1,-7,1,-3,-5,29,-8,-1
C=C(C)COc1ccc2c(CC)cc(=O)oc2c1C,4,x,x,x,-28,-3,x
C[C@H]1CCCCO[C@H](CN(C)C(=O)CCC(F)(F)F)[C@@H](C)CN([C@@H](C)CO)C(=O)c2cc(NC(=O)Cc3ccccc3)ccc2O1,2,2,7,-1,-4,-5,0
COc1ccc(C(=O)Nc2ccc3nc(C)c(C)nc3c2)cc1,-10,-1,-39,7,-32,21,3
Cc1cccc(S(=O)(=O)Nc2ccc(-c3cn4ccccc4n3)cc2)c1,32,-1,-4,-2,-21,4,-1
Cc1ccc2c(O)c(Cc3ccccc3)c(=O)[nH]c2n1,-17,0,4,0,1,-2,1
Cc1cccc(C)c1NC(=O)CN1CCN(C(=O)CNC(=O)c2ccc(N3CCCC3=O)cc2)CC1,-10,-1,6,-6,4,-1,1
CNc1nc(Cl)c(SC)c(N2CCOCC2)n1,-8,2,1,1,-5,x,-2
O=C1NC[C@H](CCCCN2C[C@H](Cc3ccc(O)cc3)N(CCc3ccc(O)cc3)C(=O)C2=O)N(Cc2ccccc2)C1=O,1,1,8,-10,-14,x,9

Additional entries.
SMILES,PAX8 inh HTS,SIRT5 block,EWS-Fli inh,DENV2 CPE,LGR2 inh,ARNT-TACC3 inh,CASP6 VEID inh
CCc1ccccc1Nc1nc(N)nc(COC(=O)CCS(=O)(=O)c2ccccc2)n1,-10,-11,-6,-8,0,1,2
O=C(COC(=O)COc1cccc(C(F)(F)F)c1)NC1CCCC1,1,5,3,-3,2,2,1
O=C(Nc1cccc(O)c1)c1cc(-c2cccs2)on1,-217,2,5,-3,26,x,-5
CCOC(=O)C1=CC[C@@H](c2ccco2)N(S(=O)(=O)c2ccc(C)cc2)[C@H]1C(=O)OCC,19,-2,-7,-6,20,2,0
O=C(NCc1ccccc1Cl)C1CCN(C(=O)c2sccc2-n2cccc2)CC1,6,-4,7,-5,-1,-3,1
Cc1ccc(-n2nnnc2SCC(=O)c2c(N)n(C3CC3)c(=O)[nH]c2=O)cc1C,1,0,7,14,2,6,0
C[C@H]1CN([C@@H](C)CO)C(=O)c2cc(NC(=O)Nc3ccccc3)ccc2O[C@@H]1CN(C)S(=O)(=O)c1ccccc1,-28,1,4,-7,7,-1,5
COc1ccc(NC(=S)N2CCc3ccccc3C2)cc1,2,-3,5,-3,-15,-15,-4
CN1CCN(Cc2ccc(Sc3ccc(Cl)cc3)c([N+](=O)[O-])c2)CC1,3,-5,2,x,-32,12,-6
CSCCCNC(=O)c1ccccc1OC1CCN(S(C)(=O)=O)CC1,-1,4,-4,-1,-29,-9,-2
COCCN(C(=O)C1=COCCO1)c1c(N)n(Cc2ccccc2)c(=O)[nH]c1=O,-10,-2,x,0,12,-1,1
CN(C)CCCN(C(=O)/C=C/c1cccs1)c1nc2c(F)cccc2s1,-23,-4,-6,-16,56*,0,4
O=C(Cn1cnc2c(nnn2-c2cccc(Cl)c2)c1=O)NCc1ccccc1,-5,2,4,-2,-2,-11,-2
COC(=O)c1c(N)[nH]c(C(=O)c2ccccc2)c1-c1ccccc1Br,-21,7,-9,7,-31,x,-1
Cc1cccc(N(Cc2cc3ccc(C)cc3[nH]c2=O)C(=O)c2ccco2)c1,8,-2,2,6,-1,1,0
COC(=O)c1oc2ccc(Br)cc2c1NC(C)=O,5,2,7,-9,-12,-2,-3
COCCNC(=O)C[C@H]1C[C@@H]2c3cc(N(C)C)ccc3O[C@@H]2[C@H](CO)O1,-8,-2,-1,-4,12,x,1
O=C1CCc2cc(S(=O)(=O)NC(Cc3ccccc3)C(=O)N3CCN(c4ccccn4)CC3)ccc2N1 (stereo not given),4,-4,-2,-1,5,-2,-1
O=C(NCCc1c[nH]c2ccccc12)/C(=C/c1cccnc1)NC(=O)c1ccccc1,-8,-2,0,-2,12,1,0
COc1ccc(Cl)cc1NC(=O)CN(C)C(=O)c1cc2c(s1)CCCC2,27,-1,8,6,5,11,-2

Following part.
SMILES,PAX8 inh HTS,SIRT5 block,EWS-Fli inh,DENV2 CPE,LGR2 inh,ARNT-TACC3 inh,CASP6 VEID inh
Clc1ccc(CSc2nc3ccncc3[nH]2)cc1,-19,-8,25,-3,31,-3,-2
CCCNC(=O)N1C[C@@H]2[C@H](c3ccccc31)[C@@H](CO)N2Cc1cc(F)ccc1F,-2,-5,2,5,-6,8,-3
O=C(CNC(=O)c1ccc(Br)cc1)NC1=NCCS1,-3,-1,-6,-4,11,3,3
CCOc1ccc(/C=N/NC(=O)c2ccc(O)cc2)cc1CN1CC2CC(C1)c1cccc(=O)n1C2 (stereo not given),x,x,-2,-6,6,x,-4
O=C(NC1CC1)c1cccc(NC(=O)C2CCCCC2)c1,-12,-3,-7,-3,-15,-3,0
CC1(C)OC(=O)C2=C(C[C@@H](C3CCCCC3)O[C@@H]2c2ccc(F)cc2)O1,-12,3,-5,0,7,x,-1
COc1ccccc1-c1ccc2c(c1)O[C@H](CN(C)S(=O)(=O)c1ccc(F)cc1)[C@@H](C)CN([C@H](C)CO)S2(=O)=O,11,x,15,x,-17,x,x
COc1ccc(NC(=O)N2CCCCN3[C@H](CO)[C@H](c4ccc(C#Cc5ccccc5)cc4)[C@H]3C2)cc1,82*,7,3,7,x,13,-1
CCCOc1ccc(N2C(=O)CC(N(CCc3ccc(OC)c(OC)c3)C(=O)c3ccccc3)C2=O)cc1 (stereo not given),11,-2,0,1,7,-5,0
COc1cc(Cl)cc(/C=N/NC(N)=O)c1O,-20,x,-1,-8,-30,9,1
COc1ccccc1-n1c(-c2ccccc2)n[nH]c1=S,3,-3,-12,2,0,-5,-6
Cc1ccc(S(=O)(=O)Nc2c(C(=O)O)[nH]c3ccccc23)c(C)c1,17,-1,-21,2,1,3,2
O=C(O)C1=C[C@@H](c2ccc3c(c2)OCO3)C[C@@H](OCc2ccc(CO)cc2)O1,6&4&-8,3&0&-9,-4&-13&-4,-1&9&1,-4,-5&1&7,-1&1&4
O=C(NNC(=O)c1ccc(Cl)c(S(=O)(=O)Nc2ccc(Cl)cc2)c1)c1ccc(=O)[nH]c1,-10,-3,-3,14,-7,0,5
CN(c1ccccc1)S(=O)(=O)c1ccc(NC(=O)c2ccco2)cc1,-3,-3,-16,-2,21,-6,3
CCc1nc2c(OCc3cc(Cl)cc(Cl)c3)cccn2c1N(C)C(=O)c1ccc(OC)cc1,9,-6,13,11,-1,x,-1
COc1ccc(/C=N/NC(=O)c2ccc(CSc3nc(C)cc(C)n3)cc2)cc1O,14,1,-3,3,12,-5,-5
Cc1cccc(C(=O)NNC(=O)c2csc(N3CCOCC3)n2)c1C,-10,-1,-5,-3,5,-4,-4
O=C(NC(=S)Nc1ccc(CN2CCCCC2)cc1)c1cc2ccccc2o1,-23,-2,1,-5,-26,x,-9
CCCN1C(=O)C(O)(c2c(C)[nH]c3ccccc23)c2ccccc21 (stereo not given),16,-3,40,1,24,-4,2

(continued)
SMILES,PAX8 inh HTS,SIRT5 block,EWS-Fli inh,DENV2 CPE,LGR2 inh,ARNT-TACC3 inh,CASP6 VEID inh
O=S(=O)(Nc1ccc(Cl)cn1)c1cccs1,6,-3,-6,-7,18,-14,-4
CSc1ncccc1C(=O)N1CCN(S(=O)(=O)c2ccc3c(c2)OCCO3)CC1,4,-8,-2,-3,-13,0,2
COc1cc2c(cc1NC(=O)C(C)Sc1ccc(C)cc1)oc1ccccc12 (stereo not given),x,2,-24,19,1,-3,-2
COc1ccccc1/C=C/C(=O)Nc1cccc(C(C)=O)c1,-95,-2,-66,0,-10,-22,2
CC(=O)N(C)C[C@@H]1Oc2ncc(-c3ccc(F)cc3)cc2C(=O)N([C@@H](C)CO)C[C@H]1C,x,-4,-7,5,-1,2,-1
COc1ccccc1NC(=O)COC(=O)c1ccccn1,2,-7,2,3,-18,18,1
COC(=O)c1ccccc1NS(=O)(=O)c1c(C)noc1C,0,2,x,1,-6,-5,14
CC(=O)Nc1ccc(S(=O)(=O)C(C#N)c2nc3ccccc3nc2NCCN2CCOCC2)cc1 (stereo not given),2,2,21,-3,4,-2,3
COc1ccc(C(=O)/C=C/N(C)C)cc1,-18,-2,x,x,-1,0,0
COc1ccc(NC(=O)CN2C(=O)CC(C)S(=O)(=O)c3ccccc32)cc1 (stereo not given),-10,-1,3,-5,17,-1,1
C[C@@H]1CN([C@@H](C)CO)C(=O)c2cccc(NC(=O)NC3CCCCC3)c2O[C@@H]1CN(C)Cc1ccc(C(=O)Nc2ccccc2N)cc1,x,-3,u,10,7,11,-2
CC(=O)Oc1ccc(Cn2c(C)c(C(=O)NC3CC3)sc2=O)cc1,-6,x,-9,5,9,x,-1
COc1ccc(CCNC(=O)c2cnc3ccccc3n2)cc1,-3,1,-23,-4,-34,1,0
CN1CC(=O)Nc2ccccc2C1=O,1,-2,-7,-6,3,-11,3
CCC(C)(C)NC(=O)CCn1c(-c2ccccc2)cc(C(C)=O)c1C,24,-6,10,0,3,x,-3
O=C(C1CCN(S(=O)(=O)c2cnc[nH]2)CC1)N1CCN(c2ccc([N+](=O)[O-])cc2)CC1,33,-2,3,-5,8,9,1
COC(=O)[C@]12C[C@H](CC(=O)N3CCSCC3)C(=O)N(Cc3ccc4c(c3)OCO4)C1=C[C@H](C(C)(C)C)O[C@@H]2C,-24,x,-2,6,-3,x,-2
O=C(N/N=C/c1cc(Cl)cc([N+](=O)[O-])c1O)c1ccccc1NS(=O)(=O)c1cccs1,8,5,-1,-4,13,-4,10
CCc1ccc(OCCSc2nc3ccccc3n2CCC(=O)O)cc1,5,3,15,-2,6,-16,5
COc1ccc(CNN2CCCCC2C(=O)Nc2ccc(OC)c(OCC(C)C)c2)cc1OC (stereo not given),-4,-1,-10,-4,-1,14,2
Cc1ccccc1-n1c(=O)[nH]c(=O)c2c(N)c(C(=O)c3ccc(Cl)cc3)sc21,11,x,x,x,-6,-8,x

Copied from the list.
Reading for CSc1ncccc1C(=O)N1CCN(S(=O)(=O)c2ccc3c(c2)OCCO3)CC1 under SIRT5 block: -8
Reading for COc1ccccc1/C=C/C(=O)Nc1cccc(C(C)=O)c1 under EWS-Fli inh: -66
